From PubChem BioAssay
Rac1 GTP hydrolysis – MgcRacGAP GTPase-activating activity inhibitors, confirmation, biochemical, ADP Hunter fluorescence; Rac GTPase-activating protein 1 (Homo sapiens); MgcRacGAP-stimulated Rac1 GTP hydrolysis, ADP Hunter fluorescence; higher % means a stronger effect; GST-tagged Rac1 F28L mutant substrate; one-dose inhibition, % at 30 µM; IC50 in µM for titrated hits; hit rate 0.6% among 340,000; AID 624330, 2012;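 active = first-screen hits whose inhibition reached a set limit at any dose in the follow-up dose series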;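 also: fluorescence reports GDP produced by GAP-driven GTP hydrolysis; strong numbers were not always called active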
SV40 large T antigen – SV40 large T antigen inhibitors, biochemical (AID 1903); SV40 large T antigen ATPase/helicase inhibition assay; higher % means a stronger effect; one-dose inhibition, % at 20 µM; IC50 in µM for titrated hits; hit rate 0.39% among 310,000; in the data active = a potency from the dose series; also: strong numbers were not always called active
GPR55 LPI antagonism – GPR55 antagonists blocking LPI-driven arrestin recruitment, primary screen, imaging, U2OS, beta-arrestin-GFP, LPI agonist (AID 2013); hit rate 0.13% among 290,000; U2OS GPR55 beta-arrestin-GFP translocation imaging, LPI antagonism; higher % means a stronger effect; one-dose inhibition, % at 10 µM; IC50 in µM for titrated hits;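 active = spots per cell inhibited over 60%, with over 100 cells counted and total cytoplasm intensity under 500,000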;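 also: U2OS cells stably carrying GPR55 and arrestin-GFP stimulated by 5 µM LPI near EC80; imaged beta-arrestin-GFP aggregate spots per cell after agonist stimulation; plate controls were LPI-stimulated DMSO wells for no effect and DMSO wells without LPI for full effect; some results filed as inactive read as strong as hits; confirmed hits need IC50 under 10 µM and bright autofluorescent wells are also inconclusive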
GPR55 beta-arrestin – GPR55 agonists via beta-arrestin recruitment, primary screen, imaging, U2OS cells, beta-arrestin-GFP redistribution (AID 1961); U2OS GPR55 beta-arrestin-GFP redistribution imaging; higher % means a stronger effect; activation, % at 10 µM; hits with a dose series show EC50 in µM; hit rate 0.048% among 290,000;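 active = activation above 40% with more than 50 cells counted in the well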;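 also: U2OS osteosarcoma cells stably expressing GPR55 and beta-arrestin-GFP; plate controls were DMSO negative control for no effect and LPI positive control for full effect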
HIV peptide binding – inhibitors of HIV fusion peptide binding, primary screen, biochemical, uHTS, fluorescence dequenching (AID 1986) | cell-free peptide binding, fluorescence dequenching, 30 min; higher % means a stronger effect | inhibition, % at 20 µM; hits with a dose series show IC50 in µM | hit rate 0.3% among 290,000; in the data active = inhibition mostly above about 52%, no sharp cut-off; inactive = mostly below about 76%; also: some results filed as inactive read as strong as hits
HEK293 NOD2/NF-kB – NOD2 signaling inhibitors, cell-based, luminescence, uHTS, HEK293 (AID 1566); HEK293 NOD2/NF-kB luciferase reporter, luminescence; higher % means a stronger effect; inhibition, % at 4 µM; hits with a dose series show EC50 in µM; hit rate 0.63% among 290,000; also: many of its hits are not listed in these tables
NOD1 inhibition – NOD1 signaling inhibitors, primary screen, cell-based, luminescence, uHTS (AID 1578) | hit rate 1% among 290,000 | inhibition, % at 4 µM, or EC50 in µM where a hit was titrated | NOD1-driven NF-kB luciferase reporter cells, luminescence; higher % means a stronger effect; in the data active = inhibition mostly above about 36%, no sharp cut-off; inactive = mostly below about 34%;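 also: HEK-293T reporter cells stimulated with the NOD1 agonist gamma-tri-DAP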
KOR beta-arrestin-1 – KOR agonists, beta-arrestin recruitment, primary screen, cell-based, luminescence, uHTS (AID 1777); Kappa-type opioid receptor (Homo sapiens); KOR beta-arrestin recruitment, luminescence; higher % means a stronger effect; one-dose activation, % at 10 µM; EC50 in µM for titrated hits; hit rate 0.02% among 280,000; in the data active = activation above about 50%, passing the limit was not always enough; also: a part of the inactive calls stands beside numbers as strong as those of hits
KOR beta-arrestin-2 – KOR antagonists, beta-arrestin recruitment, cell-based, luminescence, uHTS (AID 1778) | Kappa-type opioid receptor (Homo sapiens) | KOR beta-arrestin recruitment, luminescence, antagonist mode; higher % means a stronger effect | inhibition, % at 10 µM; hits with a dose series show IC50 in µM | hit rate 0.091% among 290,000; also: strong numbers were not always called active
* = called active by the depositor; [ ] = remark or other dose. Rule as the data show it, unless noted: active = inhibition above about 50%; inactive = the rest. An excerpt; the hit share may differ from the screen's.

Results for CCOC(=O)CN1N=C(c2ccc(Cl)cc2)CCC1=O ?
Rac1 GTP hydrolysis: 2%; SV40 large T antigen: 7%; GPR55 LPI antagonism: 6%; GPR55 beta-arrestin: -0.1%; HIV peptide binding: -0.2%; HEK293 NOD2/NF-kB: 6%; NOD1 inhibition: 1%; KOR beta-arrestin-1: 1.7%; KOR beta-arrestin-2: -8%

How did Oc1ccccc1/C=N/N1CCCCC1 do in these assays?
Rac1 GTP hydrolysis: 8%; SV40 large T antigen: 3%; GPR55 LPI antagonism: 4%; GPR55 beta-arrestin: 0.0%; HIV peptide binding: 0.2%; HEK293 NOD2/NF-kB: 4%; NOD1 inhibition: -55%; KOR beta-arrestin-1: 7.4%; KOR beta-arrestin-2: -33%

Results for CCC(C(=O)NCc1ccc(C)o1)n1nc(C)c2c(C)n(-c3ccccc3)nc2c1=O (configuration not stated) ?
Rac1 GTP hydrolysis: 10%; SV40 large T antigen: -2%; GPR55 LPI antagonism: 8%; GPR55 beta-arrestin: 0.0%; HIV peptide binding: -0.7%; HEK293 NOD2/NF-kB: 13%; NOD1 inhibition: 10%; KOR beta-arrestin-1: 3.9%; KOR beta-arrestin-2: -18%

How did O=C(CS(=O)CC(=O)N(c1cccc(F)c1)C(C(=O)NC1CCCCC1)c1ccco1)Nc1ccc(F)cc1 (configuration not stated) do in these assays?
Rac1 GTP hydrolysis: 6%; SV40 large T antigen: 4%; GPR55 LPI antagonism: 2%; GPR55 beta-arrestin: -0.2%; HIV peptide binding: -1.7%; HEK293 NOD2/NF-kB: 7%; NOD1 inhibition: -8%; KOR beta-arrestin-1: 7.6%; KOR beta-arrestin-2: 14%

Results for COc1ccc(-c2cc(C3CCN(c4ncccc4[N+](=O)[O-])CC3)[nH]n2)cc1 ?
Rac1 GTP hydrolysis: 7%; SV40 large T antigen: 10%; GPR55 LPI antagonism: 80%; GPR55 beta-arrestin: -0.1%; HIV peptide binding: 1.2%; HEK293 NOD2/NF-kB: 7%; NOD1 inhibition: -9%; KOR beta-arrestin-1: 6.6%; KOR beta-arrestin-2: -15%

How did CCOc1cccc(N2CCN(CCNC(=O)Nc3ccc(C)cc3)CC2)c1C do in these assays?
Rac1 GTP hydrolysis: 0%; SV40 large T antigen: 26%; GPR55 LPI antagonism: 4%; GPR55 beta-arrestin: -0.1%; HIV peptide binding: 0.6%; HEK293 NOD2/NF-kB: 4%; NOD1 inhibition: -33%; KOR beta-arrestin-1: 2.7%; KOR beta-arrestin-2: -34%[20 µM]

Results for Nn1c(SCc2cn3ccccc3n2)nnc1-c1ccncc1 ?
Rac1 GTP hydrolysis: 1%; SV40 large T antigen: 5%; GPR55 LPI antagonism: 0%; GPR55 beta-arrestin: -0.4%; HIV peptide binding: 0.4%; HEK293 NOD2/NF-kB: -7%; NOD1 inhibition: -29%; KOR beta-arrestin-1: -0.5%; KOR beta-arrestin-2: -10%

Results for CCOC(=O)c1cc2occc2n1CC(=O)NCCOC ?
Rac1 GTP hydrolysis: 13%; SV40 large T antigen: 3%; GPR55 LPI antagonism: -9%; GPR55 beta-arrestin: 0.4%; HIV peptide binding: 0.9%; HEK293 NOD2/NF-kB: -5%; NOD1 inhibition: -38%; KOR beta-arrestin-1: 3.8%; KOR beta-arrestin-2: -33%

What do the screens show for `Cc1cccc(NC(=O)C(C)Oc2ccccc2C)n1` (configuration not stated)?
Rac1 GTP hydrolysis: 11%; SV40 large T antigen: 7%; GPR55 LPI antagonism: 6%; GPR55 beta-arrestin: -0.2%; HIV peptide binding: -0.8%; HEK293 NOD2/NF-kB: 11%; NOD1 inhibition: -12%; KOR beta-arrestin-1: -2.7%; KOR beta-arrestin-2: 36%

Results for O=C1C(c2ccccc2)C(c2ccccc2)NC(c2ccccc2)C1c1ccccc1 (configuration not stated) ?
Rac1 GTP hydrolysis: 6%; SV40 large T antigen: 1%; GPR55 LPI antagonism: 23%; GPR55 beta-arrestin: -0.1%; HIV peptide binding: 0.0%; HEK293 NOD2/NF-kB: 13%; NOD1 inhibition: -12%; KOR beta-arrestin-1: -0.4%; KOR beta-arrestin-2: -13%

What do the screens show for `COc1cc(-c2nc3ccc4ccccc4c3c3c2CCC3)cc(OC)c1O`?
Rac1 GTP hydrolysis: 14%; SV40 large T antigen: 17%; GPR55 LPI antagonism: -2%; GPR55 beta-arrestin: 0.6%; HIV peptide binding: -1.5%; HEK293 NOD2/NF-kB: -6%; NOD1 inhibition: -7%; KOR beta-arrestin-1: -0.8%; KOR beta-arrestin-2: -1%

How did O=C(CCN1C(=O)COc2ccccc21)NCc1cccs1 do in these assays?
Rac1 GTP hydrolysis: 3%; SV40 large T antigen: 6%; GPR55 LPI antagonism: 20%; GPR55 beta-arrestin: -0.1%; HIV peptide binding: 0.6%; HEK293 NOD2/NF-kB: 13%; NOD1 inhibition: -34%; KOR beta-arrestin-1: 5.9%; KOR beta-arrestin-2: -10%

How did S=c1[nH]nc(Nc2cccc(Cl)c2)s1 do in these assays?
Rac1 GTP hydrolysis: 7%; SV40 large T antigen: 33%; GPR55 LPI antagonism: -6%; GPR55 beta-arrestin: -0.1%; HIV peptide binding: -3.1%; HEK293 NOD2/NF-kB: -36%; NOD1 inhibition: -36%; KOR beta-arrestin-1: -5.1%; KOR beta-arrestin-2: -8%

How did CCn1c(=O)cc(OCC(=O)NCCCN2CCCC2=O)c2ccccc21 do in these assays?
Rac1 GTP hydrolysis: -1%; SV40 large T antigen: 6%; GPR55 LPI antagonism: 4%; GPR55 beta-arrestin: 0.2%; HIV peptide binding: -2.0%; HEK293 NOD2/NF-kB: -24%; NOD1 inhibition: 24%; KOR beta-arrestin-1: 3.2%; KOR beta-arrestin-2: -29%

What do the screens show for `Fc1ccccc1N1CCN(c2cnc3ccccc3n2)CC1`?
Rac1 GTP hydrolysis: 15%; SV40 large T antigen: 6%; GPR55 LPI antagonism: 21%; GPR55 beta-arrestin: -0.2%; HIV peptide binding: 0.5%; HEK293 NOD2/NF-kB: -161%; NOD1 inhibition: -33%; KOR beta-arrestin-1: 3.1%; KOR beta-arrestin-2: 23%

Results for COc1ccc2nc(NC(=O)C3CCN(C(=O)c4ccc(F)cc4)CC3)sc2c1 ?
Rac1 GTP hydrolysis: 7%; SV40 large T antigen: 7%; GPR55 LPI antagonism: -3%; GPR55 beta-arrestin: 0.3%; HIV peptide binding: 0.8%; HEK293 NOD2/NF-kB: -20%; NOD1 inhibition: -18%; KOR beta-arrestin-1: 3.8%; KOR beta-arrestin-2: -9%

Results for COc1ccc(CC(=O)NC2CC(C)(C)NC(C)(C)C2)cc1 ?
Rac1 GTP hydrolysis: 9%; SV40 large T antigen: 7%; GPR55 LPI antagonism: 6%; GPR55 beta-arrestin: 0.4%; HIV peptide binding: 2.9%; HEK293 NOD2/NF-kB: -1%; NOD1 inhibition: -14%; KOR beta-arrestin-1: 0.6%; KOR beta-arrestin-2: -43%

Results for Cc1ccc(Cl)cc1N1C(=O)CC(C)(C)CC1=O ?
Rac1 GTP hydrolysis: 5%; SV40 large T antigen: 16%; GPR55 LPI antagonism: 11%; GPR55 beta-arrestin: 0.4%; HIV peptide binding: -2.3%; HEK293 NOD2/NF-kB: 6%; NOD1 inhibition: -9%; KOR beta-arrestin-1: -6.0%; KOR beta-arrestin-2: 5%

What do the screens show for `CCOc1ccccc1OCC(=O)NCCc1ccc(S(N)(=O)=O)cc1`?
Rac1 GTP hydrolysis: 6%; SV40 large T antigen: 1%; GPR55 LPI antagonism: 8%; GPR55 beta-arrestin: 0.4%; HIV peptide binding: -0.9%; HEK293 NOD2/NF-kB: -15%; NOD1 inhibition: -54%; KOR beta-arrestin-1: -1.6%; KOR beta-arrestin-2: -28%

How did CCOc1ccc(-c2nn3c(-c4ccc(OC)cc4)nnc3s2)cc1 do in these assays?
GPR55 LPI antagonism: 2%; GPR55 beta-arrestin: 0.2%; HIV peptide binding: 1.9%; HEK293 NOD2/NF-kB: 8%; NOD1 inhibition: -18%; KOR beta-arrestin-1: -2.2%; KOR beta-arrestin-2: -2%

Results for COc1ccc(S(=O)(=O)Nc2cc(Cl)ccc2OC)cc1 ?
Rac1 GTP hydrolysis: 7%; SV40 large T antigen: 22%; GPR55 LPI antagonism: -2%; GPR55 beta-arrestin: -0.3%; HIV peptide binding: 0.3%; HEK293 NOD2/NF-kB: -8%; NOD1 inhibition: 2%; KOR beta-arrestin-1: 3.5%; KOR beta-arrestin-2: -59%

What do the screens show for `O=C(COc1ccc(N2C(=O)c3ccccc3C2=O)cc1)c1ccccc1`?
Rac1 GTP hydrolysis: 2%; SV40 large T antigen: 3%; GPR55 LPI antagonism: 8%; GPR55 beta-arrestin: 0.1%; HIV peptide binding: 0.2%; HEK293 NOD2/NF-kB: 9%; NOD1 inhibition: -22%; KOR beta-arrestin-1: 8.7%; KOR beta-arrestin-2: -6%

How did O=C(N/N=C/c1c(F)c(F)c(F)c(F)c1F)c1cccc(S(=O)(=O)N2CCOCC2)c1 do in these assays?
Rac1 GTP hydrolysis: 8%; SV40 large T antigen: 26%; GPR55 LPI antagonism: 8%; GPR55 beta-arrestin: 1.6%; HIV peptide binding: 0.1%; HEK293 NOD2/NF-kB: 10%; NOD1 inhibition: -26%; KOR beta-arrestin-1: -5.4%; KOR beta-arrestin-2: 13%

Results for Cc1cc(N/N=C/c2ccccc2)nc(N2CCOCC2)n1 ?
SV40 large T antigen: 1%; GPR55 LPI antagonism: 6%; GPR55 beta-arrestin: -0.1%; HIV peptide binding: -1.5%; HEK293 NOD2/NF-kB: -14%; NOD1 inhibition: -7%; KOR beta-arrestin-1: 4.5%; KOR beta-arrestin-2: 3%

Results for O=C(Nc1cccc2c1C(=O)NC2=O)c1cccnc1Cl ?
Rac1 GTP hydrolysis: 2%; SV40 large T antigen: 7%; GPR55 LPI antagonism: -8%; GPR55 beta-arrestin: -0.5%; HIV peptide binding: -1.2%; HEK293 NOD2/NF-kB: 1%; NOD1 inhibition: -28%; KOR beta-arrestin-1: 3.3%; KOR beta-arrestin-2: -53%

How did O=C(CCc1ccccc1)Nc1ccccc1C(=O)N1CCOCC1 do in these assays?
Rac1 GTP hydrolysis: 1%; SV40 large T antigen: -10%; GPR55 LPI antagonism: 4%; GPR55 beta-arrestin: 0.6%; HIV peptide binding: 1.4%; HEK293 NOD2/NF-kB: 1%; NOD1 inhibition: -22%; KOR beta-arrestin-1: -5.7%; KOR beta-arrestin-2: -31%

What do the screens show for `CSCCC1NC(=O)N(CC(=O)Nc2ccc(-c3ccccc3)cc2)C1=O` (configuration not stated)?
Rac1 GTP hydrolysis: 7%; SV40 large T antigen: 2%; GPR55 LPI antagonism: -8%; GPR55 beta-arrestin: 0.6%; HIV peptide binding: -0.2%; HEK293 NOD2/NF-kB: 5%; NOD1 inhibition: -4%; KOR beta-arrestin-1: -1.8%; KOR beta-arrestin-2: 33%
